From PubChem BioAssay
ELG1 repair inh: blocks ELG1-dependent DNA repair in HEK293T cells | HEK293T ELG1-luciferase reporter, luminescence, 16 h; DNA damage induced by 5-fluorouridine | hit rate 2.3% among 330,000 | Potency, µM (top dose mostly 46.1 µM), for inactives: at the top dose activity change, negative = inhibition, most hits filed as inhibitors; further: potency means the concentration at half of the fitted maximal effect; on the % scale 0 is the no-effect control and ±100 the full control effect; nearly all actives have a fitted effect of over 55% in size
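Luminescence from the luciferase reporter, measured 30 min after ONE-Glo reagent at room temperature, was the read-out. Beforehand, 2,000 cells per well were exposed for 16 hr at 37 °C to 5-fluorouridine together with compound or vehicle.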
Rab9 promoter act: activators of Rab9 promoter; AID 485297; Potency, µM (titrated, usually from 9.22 µM), for the others: top-dose activation, negative = inhibition, actives largely listed as activators; hit rate 2.8% among 320,000; Huh7 Rab9 promoter-luciferase reporter, luminescence, 24 h; further: potency means the concentration at half of the fitted maximal effect; % of control where 0% means no effect; nearly all actives have a fitted effect of over 60% in size
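Luminescence read-out: Huh7 cells stably expressing Rab9-luciferase, treated 24 h with compound at 37 °C, then lysed with luciferase reagent for 10 min at ambient before reading.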
p53 reactivator: re-activators of mutant p53. H1299 p53-A138V BP100-luciferase reporter, luminescence, 24 h. Potency, µM (doses to about 92.2 µM), without a hit: top-dose activity change, positive = activation, usual class: activators. hit rate 0.063% among 320,000. AID 504706; further: potency means the concentration at half of the fitted maximal effect; % of control where 0% means no effect; nearly all actives have a fitted effect of over 45% in size
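p53-null H1299 cells stably carrying temperature-sensitive p53-A138V and a BP100-luciferase reporter were pinned with compounds (4-point, 1:5 series) and held 24 hrs at 37 deg C. Luminescence was read 10 min after detection reagent.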
TRPV1 ag: agonists of human vanilloid receptor 1 (TRPV1); Q8NER1; TRPV1-expressing cells, Fluo-8 calcium influx, agonist mode; activation, % at 8.33 µM; hit rate 0.19% among 320,000; in the data active means activation above about 80%; inconclusive means between about 30% and that limit; further: 0% is about no effect
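Fluo-8 calcium influx in TRPV1-expressing cells, kinetic read (ex 480/em 520 nm). Compound added and read 3 min for agonist activity, followed by capsaicin at EC20 final and 2 min further read for enhancement.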
Tb PFK inh: inhibitors of T. brucei phosphofructokinase | T. brucei PFK, ADP-Glo luminescence | O15648 | Potency, µM (series often up to 57.5 µM), for the others: top-dose activity, negative = inhibition, usual class: inhibitors | hit rate 0.17% among 330,000;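 further: potency means the concentration at half of the fitted maximal effect; 0% = uninhibited 1x PFK enzyme wells and -100% = no-enzyme wells; nearly all actives have a fitted effect of over 60% in size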
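1.25 nM PFK with 0.5 mM F6P and 0.1 mM ATP in 0.1 M TEA pH 8.0, 5 mM MgCl2, incubated 45 min at room temperature; ADP measured by ADP-Glo luminescence; compounds titrated up to 57 uM.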
FLuc counter: counter-screen for miR-21 project: firefly luciferase inhibitors or activators; purified FLuc, Km substrates, luminescence inhibition; Potency, µM (top dose mostly 57.5 µM), without a hit: at the highest dose activity change, negative = inhibition, actives largely listed as inhibitors; hit rate 6.9% among 360,000; AID 588342;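 further: potency means the concentration at half of the fitted maximal effect; plate controls were vehicle for no effect and reference inhibitor for full effect; nearly all actives have a fitted effect of over 55% in size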
Target sequence (P08659 whole entry, looked up): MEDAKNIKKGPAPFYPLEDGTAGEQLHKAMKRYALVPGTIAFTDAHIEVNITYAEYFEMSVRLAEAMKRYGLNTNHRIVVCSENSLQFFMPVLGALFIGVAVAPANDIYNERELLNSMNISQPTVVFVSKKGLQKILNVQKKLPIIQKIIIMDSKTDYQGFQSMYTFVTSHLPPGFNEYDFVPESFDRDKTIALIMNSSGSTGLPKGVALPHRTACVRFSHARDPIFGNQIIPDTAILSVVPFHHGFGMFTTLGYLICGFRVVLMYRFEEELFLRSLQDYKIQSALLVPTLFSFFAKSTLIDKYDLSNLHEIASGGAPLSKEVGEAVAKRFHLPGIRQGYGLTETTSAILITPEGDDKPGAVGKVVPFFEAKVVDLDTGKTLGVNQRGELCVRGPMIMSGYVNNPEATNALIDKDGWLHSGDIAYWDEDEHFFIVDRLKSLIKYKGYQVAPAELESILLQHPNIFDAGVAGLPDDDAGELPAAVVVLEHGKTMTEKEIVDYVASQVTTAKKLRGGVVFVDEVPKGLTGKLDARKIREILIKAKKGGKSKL
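Purified P. pyralis luciferase, 10 nM final, with Km-level 10 uM D-luciferin and 10 uM ATP in 50 mM Tris acetate pH 7.5, 10 mM Mg acetate, 0.01% Tween-20, 0.05% BSA; 6-point qHTS titration about 60 µM downward; luminescence read.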
BRCA1 expr act: increases BRCA1 expression; MCF7-BRCA1-FFLuc reporter, luminescence, 48 h; response scale: scaled: vehicle 0%, 10 µM genistein 100%; Potency, µM (series often up to 46.1 µM), for inactives: at the top dose activation, actives largely listed as activators; hit rate 1.1% among 380,000; AID 624202; further: potency means the concentration at half of the fitted maximal effect; nearly all actives have a fitted effect of over 80% in size; some results filed as inactive show a strong effect at the top dose
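Luminescence from a BRCA1-driven firefly luciferase in MCF7 cells was the read-out, taken 15 min after substrate addition following 48 h compound exposure at 37 °C. Data were normalized to a 10 microM genistein control and DMSO vehicle.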
ELG1 genotoxic: induces genotoxicity in HEK293T cells with luciferase-tagged ELG1 | HEK293T ELG1-luciferase reporter, luminescence, 16 h | hit rate 1.3% among 330,000 | AID 504466 | Potency, µM (highest dose often 46 µM), for inactives: at the highest dose activity change, positive = activation, hits mostly activators; further: potency means the concentration at half of the fitted maximal effect; % of control where 0% means no effect; nearly all actives have a fitted effect of over 60% in size
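After overnight (16 hr) compound treatment at 37 °C, ELG1-luciferase HEK293T cells were lysed with ONE-Glo; luminescence quantified 30 min later at room temperature.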
RORg inh: ROR gamma (mouse) transcription inhibition; P51450; Drosophila S2 Gal4-RORgamma UAS-luciferase reporter, 20 h; Potency, µM (highest dose often 53.6 µM), for inactives: top-dose activity change, negative = inhibition, usual class: inhibitors; hit rate 5.4% among 310,000; AID 2551; further: potency means the concentration at half of the fitted maximal effect; on the % scale 0 is the no-effect control and ±100 the full control effect; nearly all actives have a fitted effect of over 60% in size
Target sequence (P51450 whole entry, looked up, the tested form may be a part): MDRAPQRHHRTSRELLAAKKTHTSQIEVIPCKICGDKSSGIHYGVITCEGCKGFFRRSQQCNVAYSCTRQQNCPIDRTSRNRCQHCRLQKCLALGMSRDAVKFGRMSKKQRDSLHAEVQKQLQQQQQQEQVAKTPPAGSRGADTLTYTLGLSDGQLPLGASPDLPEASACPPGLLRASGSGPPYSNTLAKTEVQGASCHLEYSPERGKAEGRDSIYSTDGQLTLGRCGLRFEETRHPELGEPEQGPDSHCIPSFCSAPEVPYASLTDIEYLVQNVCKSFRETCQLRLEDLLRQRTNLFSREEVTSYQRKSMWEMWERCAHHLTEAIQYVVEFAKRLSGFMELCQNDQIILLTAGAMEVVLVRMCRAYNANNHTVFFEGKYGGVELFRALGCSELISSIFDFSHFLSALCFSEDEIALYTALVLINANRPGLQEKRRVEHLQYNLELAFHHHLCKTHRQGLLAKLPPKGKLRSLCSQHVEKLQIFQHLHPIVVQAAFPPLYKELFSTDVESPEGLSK
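Drosophila S2 cells stably expressing Gal4-DBD/mouse RORγ fusion under metallothionein promoter plus UAS-luciferase; compound 1 h, then 700 uM CuSO4 induction for 20 h at ambient temperature; inhibition read as reduced luminescence.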
VP16 counter: Gal4-VP16 reporter inhibition counter-screen. Drosophila S2 Gal4-VP16 UAS-luciferase, luminescence, 20 h. Potency, µM (doses to about 53.6 µM), inactives show at the highest dose activity, negative = inhibition, actives largely listed as inhibitors. hit rate 3.5% among 310,000;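 further: Gal4-VP16 expression switched on by copper sulfate through the metallothionein promoter; potency means the concentration at half of the fitted maximal effect; on the % scale 0 is the no-effect control and ±100 the full control effect; nearly all actives have a fitted effect of over 50% in size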
NPC1 prom act: NPC1 promoter activation. Huh7 NPC1 promoter luciferase reporter, 24 h. Potency, µM (series often up to 9.22 µM), inactives show at the highest dose activation, hits mostly activators. hit rate 2.4% among 320,000;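 further: potency means the concentration at half of the fitted maximal effect; % of control where 0% means no effect; nearly all actives have a fitted effect of over 60% in size; reporter is driven by a mutant NPC1 promoter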
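Luciferase expression driven by the NPC1 promoter was measured in stably transfected Huh7 cells after a 24 h compound incubation, using a luciferase reagent and a luminescence read.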
* hit, by the source's call; ? = inconclusive; · = not tested or not shown; [ ] = another dose, or the depositor's remark. Unless noted, the call rests on the fitted dose curve; in most records, active means well fitted curve in the direction sought with a large enough effect; inconclusive means small, poorly fitted or top-dose-only effect, or another doubt; inactive means no such curve, though single readings can be large; an effect the other way counts as inactive or inconclusive.

1) COc1ccc(C)cc1S(=O)(=O)N1CCCC(C(=O)NC2CC2)C1 (stereo not given)
2) O=C(CCn1cnc2ccccc21)N/N=C/c1ccc(O)cc1
3) COc1ccc2c(c1)CCc1c(C(=O)Nc3c(C)nn(Cc4ccccc4)c3C)noc1-2
4) CCOc1ccccc1C1CC(=O)Nc2cc(OC)c(OC)cc21 (stereo not given)
5) C=CCn1c(SCC(=O)N2CCN(c3ccc(F)cc3)CC2)nnc1-c1ccco1
6) Cc1nnc(SCCn2c(N3CC(C)CC(C)C3)nc3c2c(=O)n(C)c(=O)n3C)s1 (stereo not given)
7) Cc1ccc(COc2ccsc2C(=O)NNC(N)=S)cc1
8) Cc1c(N=Cc2ccc(O)c(Br)c2)cccc1[N+](=O)[O-]
9) O=C(c1ccc2c3c(cccc13)CC2)C1CCCN(Cc2ccccn2)C1 (stereo not given)
10) O=C(CCN1C(=O)/C(=C/c2ccccc2)SC1=S)NC1CCS(=O)(=O)C1 (stereo not given)
compound no. | 1 | 2 | 3 | 4 | 5 | 6 | 7 | 8 | 9 | 10
ELG1 repair inh | -5% | -4% | 13µM* | -6% | -6% | 1% | -2% | -4% | ? | -10%
Rab9 promoter act | -6% | -5% | -12% | 4% | -3% | -3% | -5% | 0% | -11% | -11%
p53 reactivator | 19% | 2% | 1% | ? | -9% | 6% | 4% | -10% | -5% | 13%
TRPV1 ag | -3 | -6 | -2 | 2 | 1 | 0 | 1 | -6 | 10 | 1
Tb PFK inh | 1% | -1% | -2% | 0% | -2% | -7% | 0% | 27µM* | -5% | -3%
FLuc counter | 2% | ? | ? | 4% | -1% | 4% | -1% | 1% | -6% | ?
BRCA1 expr act | -5% | 20% | -1% | -9% | -25% | -2% | 9% | 9% | -13% | -15%
ELG1 genotoxic | 6% | 1% | -12% | 3% | -4% | 0% | -6% | 2% | -6% | 0%
RORg inh | -23% | -10% | ? | 29% | 8% | -13% | -30% | 25% | 3.5µM* | 4%
VP16 counter | -4% | -14% | ? | -2% | 1% | ? | -22% | -12% | 11µM* | ?
NPC1 prom act | 1% | 0% | -3% | -2% | -1% | -2% | -1% | -1% | -1% | -2%

11) CCCCOC(=O)n1c(=O)oc2cc(S(=O)(=O)N3CCCCC3)ccc21
12) CCC1=NN2C(=N)/C(=C\c3ccc(OCc4cc(=O)n5nc(CC)sc5n4)c(OC)c3)C(=O)N=C2S1
13) COCCCNc1nc2nonc2nc1NCCSC
14) COC(=O)CCN(C(=O)c1ccc(N2CCCCC2)c([N+](=O)[O-])c1)c1ccccn1
15) CN(C)/N=C/c1ccc(Sc2ccccc2[N+](=O)[O-])o1
16) Cc1ccc(S(=O)(=O)N(CC(=O)NCc2ccccc2Cl)C(=O)N2CCN(C)CC2)cc1
17) Cc1cccc(-c2nnc(SCC(=O)N3CCOCC3)o2)c1
18) COc1ccc(N(C(=O)c2ccc(Cl)cc2)C2=CC3CCC(C2)N3C)cc1 (stereo not given)
19) Cc1c2cn[nH]c(=O)c2c(C)n1Cc1ccc(F)cc1
20) Nc1ccc(NC(=O)c2ccco2)c(Cl)c1
compound no. | 11 | 12 | 13 | 14 | 15 | 16 | 17 | 18 | 19 | 20
ELG1 repair inh | -8% | -7% | 23µM* | -5% | 4% | 7% | ? | 9% | 29% | ?
Rab9 promoter act | -6% | 1% | -5% | -3% | -4% | -3% | ? | 16% | -4% | 18%
p53 reactivator | -12% | -7% | -2% | 18% | 5% | 0% | ? | -3% | -4% | 16%
TRPV1 ag | -1 | 1 | 2 | 5 | 16 | 0 | ? | 0 | 9 | -1
Tb PFK inh | -3% | -25% | -2% | 3% | 5% | -2% | -4% | -1% | 5% | 0%
FLuc counter | 0% | -14% | 1% | -17% | 3% | 1% | ? | -2% | 9% | -13%
BRCA1 expr act | -53% | 4% | -14% | -12% | -19% | 13% | ? | -14% | 2% | 70%
ELG1 genotoxic | -12% | -2% | -4% | -1% | 1% | 1% | ? | -1% | -7% | 10%
RORg inh | 19% | 2% | -6% | 11% | 37% | · | -22% | -22% | 23% | -5%
VP16 counter | -1% | 22% | -10% | -7%[10 µM] | 1% | · | -10% | 3% | -12% | 23%
NPC1 prom act | -4% | -3% | 1% | -7% | -3% | 6% | ? | 0% | 1% | 9%

Pulled by compound from the entries so far, 4 records:
13) COCCCNc1nc2nonc2nc1NCCSC
17) Cc1cccc(-c2nnc(SCC(=O)N3CCOCC3)o2)c1
11) CCCCOC(=O)n1c(=O)oc2cc(S(=O)(=O)N3CCCCC3)ccc21
14) COC(=O)CCN(C(=O)c1ccc(N2CCCCC2)c([N+](=O)[O-])c1)c1ccccn1
compound no. | 13 | 17 | 11 | 14
ELG1 repair inh | 23µM* | ? | -8% | -5%
Rab9 promoter act | -5% | ? | -6% | -3%
p53 reactivator | -2% | ? | -12% | 18%
TRPV1 ag | 2 | ? | -1 | 5
Tb PFK inh | -2% | -4% | -3% | 3%
FLuc counter | 1% | ? | 0% | -17%
BRCA1 expr act | -14% | ? | -53% | -12%
ELG1 genotoxic | -4% | ? | -12% | -1%
RORg inh | -6% | -22% | 19% | 11%
VP16 counter | -10% | -10% | -1% | -7%[10 µM]
NPC1 prom act | 1% | ? | -4% | -7%

The listing continues:
21) COc1ccc(C(C(=O)NC2CCCCC2)N2CCC3(CC2)OCCO3)cc1 (stereo not given)
22) COc1cccc(N2CCN(C(=O)c3ccc(CS(=O)c4ccccc4Cl)o3)CC2)c1 (stereo not given)
23) Cc1nnc2c(Oc3ccccc3)nc3ccccc3n12
24) CC(=O)c1c(NCCc2ccccc2)nc(=S)n(-c2ccccc2)c1C
25) O=C(c1cccc(Cl)c1)N1CCN(c2ncnc3c2cnn3-c2ccccc2)CC1
26) CS(=O)(=O)c1ccc(Cl)c(NC(=O)C2CCN(S(=O)(=O)c3cccs3)CC2)c1
27) N/C(Cc1ccc(Cl)cc1)=N\OC(=O)C1CCCCC1
28) Cc1ccccc1Nc1ncnc2c1cnn2-c1ccccc1
29) CCOc1ccc(N2C(=O)CNC2=S)cc1
30) C=C(C)COc1ccc2c(CC)cc(=O)oc2c1C
compound no. | 21 | 22 | 23 | 24 | 25 | 26 | 27 | 28 | 29 | 30
ELG1 repair inh | 13% | -12% | -8% | -2% | 12µM* | -21% | ? | ? | 10% | 5%
Rab9 promoter act | 4% | -25% | -2% | 1% | -17% | 1% | 1% | ? | -5% | -3%
p53 reactivator | -2% | 0% | 4% | -4% | -4% | -13% | ? | ? | 1% | -6%
TRPV1 ag | 6 | 3 | -2 | -2 | 3 | 4 | ? | -4 | 3 | ?
Tb PFK inh | -8% | -4% | 0% | -1% | -2% | 0% | 2% | -2% | 0% | -2%
FLuc counter | 5% | 5% | 4% | 0% | -15% | -1% | -16% | 17µM* | 2% | ?
BRCA1 expr act | -37% | -64% | -10% | -30% | -2% | -18% | 10% | ? | -4% | 0%
ELG1 genotoxic | 1% | -4% | 0% | 1% | -7% | -5% | -2% | 8.2µM* | 1% | 14%
RORg inh | -12% | -7% | 19% | ? | 43% | · | -11% | ? | -21% | 24%
VP16 counter | -2% | -3% | -3% | 13% | -4% | · | ? | 16µM* | -14% | -1%
NPC1 prom act | 2% | -15% | -3% | 0% | -5% | -3% | 4% | ? | 2% | -2%

31) CC(C)(C)C(=O)N1CCc2cc(-c3csc(N)n3)ccc21
32) Cc1nc2ccccc2c(=O)n1/N=C/c1ccc(C(C)C)cc1
33) O=[N+]([O-])/C=C/c1cn(Cc2ccccc2)c2ccccc12
34) CC1CCCC(NC(=O)CN2C(=O)NC(C)(c3ccccc3)C2=O)C1C (stereo not given)
35) O=C(CSCc1ccc(Cl)cc1)NCCSCc1ccco1
36) CCOC(=O)N1CCC(NC(=O)CSCc2nc(-c3cccc(OC)c3)oc2C)CC1
37) O=C(c1cccc(-c2ccco2)c1)N1CCCC(N2CCN(c3ccc(F)cc3)CC2)C1 (stereo not given)
compound no. | 31 | 32 | 33 | 34 | 35 | 36 | 37
ELG1 repair inh | ? | ? | ? | 19% | 9% | 12µM* | ?
Rab9 promoter act | 0.089µM* | 12% | 2% | 2% | -3% | -20% | 1%
p53 reactivator | -4% | 4% | · | 4% | -3% | -10% | -6%
TRPV1 ag | 6 | ? | -3 | 7 | 26 | 2 | 23
Tb PFK inh | 0% | -19% | -4% | -2% | -3% | -2% | -2%
FLuc counter | 0.24µM* | ? | -20% | 4% | -16% | 6% | 0%
BRCA1 expr act | -64%[inhibitor] | 64% | -88% | -10% | 0% | -57% | -62%
ELG1 genotoxic | ? | -6% | · | 2% | -2% | -9% | -22%
RORg inh | 13µM* | ? | 14% | · | -2% | 24% | ?
VP16 counter | 10µM* | -11% | -10% | · | 2% | -3% | ?
NPC1 prom act | 0.35µM* | 13% | 6% | -2% | -11% | -10% | 0%
